MLLE-PAM2 inh – inhibitors of PABP1 MLLE–PAM2 peptide binding, primary screen, biochemical, fluorescence polarization, FITC-PAM2, GST-MLLE; AID 588489, 2011; inhibition, % at 20 µM; actives 0.36% (n = 360,000); Polyadenylate-binding protein 1 (Homo sapiens), P11940; in the data active means inhibition above about 35%, passing the limit was not always enough;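 further: plate controls were DMSO wells with GST-MLLE for no effect and wells lacking GST-MLLE protein for full effect; some results filed as inactive read as strong as hits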
Target sequence (P11940 whole entry, looked up): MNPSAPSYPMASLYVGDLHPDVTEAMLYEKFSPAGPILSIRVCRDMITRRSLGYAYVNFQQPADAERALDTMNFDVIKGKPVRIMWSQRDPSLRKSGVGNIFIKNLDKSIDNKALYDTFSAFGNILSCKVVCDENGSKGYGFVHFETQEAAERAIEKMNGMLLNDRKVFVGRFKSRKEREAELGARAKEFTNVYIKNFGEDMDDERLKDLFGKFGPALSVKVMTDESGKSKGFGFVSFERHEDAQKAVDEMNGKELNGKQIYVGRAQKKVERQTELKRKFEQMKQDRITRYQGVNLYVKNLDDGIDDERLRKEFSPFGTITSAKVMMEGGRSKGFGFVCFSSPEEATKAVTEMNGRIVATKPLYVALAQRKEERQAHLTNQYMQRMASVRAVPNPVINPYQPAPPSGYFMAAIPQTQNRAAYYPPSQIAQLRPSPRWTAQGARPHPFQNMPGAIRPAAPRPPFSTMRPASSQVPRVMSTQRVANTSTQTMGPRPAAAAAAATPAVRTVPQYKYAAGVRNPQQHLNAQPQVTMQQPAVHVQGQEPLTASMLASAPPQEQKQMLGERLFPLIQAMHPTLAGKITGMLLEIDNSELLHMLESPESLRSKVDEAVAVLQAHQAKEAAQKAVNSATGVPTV
MsrA inhibitor – bovine MsrA enzyme inhibitors, primary screen, biochemical, absorbance, HTS; actives 0.75% (n = 360,000); inhibition, % at 15.5 µM; purified bovine MsrA, absorbance read-out; Methionine sulfoxide reductase A (Bos taurus); in the data active means inhibition above about 4.5%;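 further: 0% = vehicle wells with enzyme and 100% = reference inhibitor wells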
eLon inh – inhibitors of E. coli Lon protease, primary screen, biochemical, fluorescence polarization; actives 0.42% (n = 360,000); AID 602123, 2011; P0A9M0; inhibition, % at 7.94 µM; purified E. coli Lon protease; in the data active means inhibition above about 13%, passing the limit was not always enough;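 further: 0% = enzyme with probe and DMSO and 100% = no enzyme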
MsrA act – bovine MsrA enzyme activators, primary screen, biochemical, absorbance, HTS. actives 0.3% (n = 360,000). AID 602163, 2012. activation, % at 10.6 µM. purified bovine MsrA, absorbance read-out; in the data active means activation above about 7.5%;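 further: 0% = vehicle and 100% = reference activator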
FAS-TE inh – FAS thioesterase domain inhibitors, primary screen, biochemical, fluorescence intensity, uHTS; AID 602261, 2012; recombinant FAS-TE, OMFH fluorogenic substrate, fluorescence endpoint; inhibition, % at 15 µM; actives 0.67% (n = 360,000); Fatty acid synthase (Homo sapiens), P49327;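 active means compounds whose normalised, plate-corrected inhibition of enzyme fluorescence in the single-dose primary screen is 50% or more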;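 further: 0% = DMSO with enzyme and 100% = substrate without enzyme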
SKN-1 block – suppressors of acrylamide-induced Pgst-4::GFP reporter in worms, primary screen, SKN-1 inhibitor project, whole organism, uHTS, GFP/RFP fluorescence ratio, strain VP596; C. elegans VP596 Pgst-4::GFP/RFP ratio, 24 h; inhibition, % at 21.8 µM; actives 0.49% (n = 360,000);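 active means interference check ratio from 0.5 to 1.5 plus GFP to RFP signal ratio inhibition reaching or exceeding a fixed threshold, cut at about 30% in these data, passing the limit was not always enough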; further: some compounds called inactive have numbers as strong as hits
MT1-MMP act inh – blockers of MT1-MMP proenzyme processing, primary screen, HT1080 RFP-PRO-GFP cells, GFP/RFP fluorescence; GFP/RFP ratio fluorescence, overnight; percent of plate control window, DMSO zero; GFP/RFP ratio change, % at 20 µM; actives 0.061% (n = 360,000);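 active means GFP/RFP ratio change of at least 30% with cell ATP level not reduced by more than half and red fluorescence within 50% of control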; further: strong numbers were not always called active
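Material: RFP-PRO-GFP reporter HT1080 cells. Dosing: single-point 20 µM compound, 1% DMSO. Controls: DMSO and RFP-L50D-GFP cell wells. Timing: cells overnight before dosing, compound overnight, 37 °C, 5% CO2. Measure: GFP/RFP fluorescence ratio.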
CendR NRP1 mod – modulators of CendR peptide binding to NRP-1, primary screen, biochemical, fluorescence polarization, uHTS; FAM-RPARPAR peptide binding to NRP-1; actives 0.85% (n = 360,000); Neuropilin-1 (Homo sapiens), O14786; inhibition, % at 25 µM;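 active means inhibition or corrected inhibition above about 18%, plus a signal ratio from 0.5 to 1.5, limit read from the data, passing the limit was not always enough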; further: strong numbers were not always called active
TbMetRS inhib – T. brucei MetRS inhibitors, primary screen, biochemical, luminescence. methionyl-tRNA synthetase (Trypanosoma brucei brucei). purified T. brucei MetRS, ATP depletion, Kinase-Glo luminescence. inhibition, % at 11.9 µM. actives 0.4% (n = 360,000). AID 624268, 2012;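 active means inhibition above a per-plate cutoff of the control wells' mean inhibition plus 3 SD, cut at about 5.5% in these data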;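 further: 0% = DMSO wells median and 100% = median of wells with control inhibitor compound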
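System: purified T. brucei MetRS enzyme / Detection: Kinase-Glo luciferase luminescence reporting remaining unconsumed ATP / Medium: HEPES buffer with MgCl2, KCl, DTT, spermine, BSA, pyrophosphatase / Replication: singlicate, one well per compound / Evaluation: percent inhibition relative to median high and low control wells / Schedule: 2 h aminoacylation at 25 °C after 15 min preincubation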
The depositor's hits bear a star. Not a hit list. Share with any hit: about 4%.

SMILES	MLLE-PAM2 inh	MsrA inhibitor	eLon inh	MsrA act	FAS-TE inh	SKN-1 block	MT1-MMP act inh	CendR NRP1 mod	TbMetRS inhib
COc1ccc(Br)cc1C(=O)NC(=S)Nc1ccc2[nH]c(=O)[nH]c2c1	-7	0.6	-4	-5	2	9	2	-3	-0.3
COc1ccc(/C(O)=C2/C(=O)C(=O)N(CC3CCCO3)C2c2cccc(OC)c2)cc1 (stereo unspecified)	-13	-0.3	0	-2	-7	-2	-1	5	0.1
CCOCC(=O)OCC(=O)NC12CC3CC(CC(C3)C1)C2	6	1.3	-3	-1	-2	-3	-3	5	-0.2
COCCn1c(SCC#N)nnc1-c1ccccc1O	2	0.4	1	-2	-7	-6	0	0	-0.5
CSc1ccc(C2C(C#N)=C(N)Oc3c2ccc(=O)c2c(C)oc(C)c32)cc1 (stereo unspecified)	-87	0.6	-49	-3	1	5	-80	-187	-0.5
O=C(COC(=O)c1ccc2ccccc2c1)Nc1ncc(C(F)(F)F)cc1Cl	-8	-1.1	2	-7	-8	-14	3	-6	-0.4
COC(=O)c1sccc1NC(=S)Nc1ccccc1	20	2.1	3	-1	-6	2	0	9	0.0
O=C(/C=C/c1cn(CC(O)CN2CCCCC2)c2ccccc12)c1cccs1 (stereo unspecified)	-84	1.1	-150	0	-31	4	-55	-126	-0.3
Cc1ccc(C(=O)Nc2ccc(CN3CCS(=O)(=O)CC3)cc2)cc1C	-10	-0.9	3	-2	-1	0	4	8	0.6
O=C1CCCN1CCC1CCCCN1Cc1nc(COc2ccccc2)no1 (stereo unspecified)	10	-1.0	4	-1	-9	0	-3	2	-0.5
O=C(Cn1nnc(-c2ccccc2Cl)n1)N1CCCCC1	-8	-0.8	2	-3	-2	8	-3	0	-0.5
CC1CCCN(C(=O)Cn2nnc(-c3ccc(F)cc3)n2)C1 (stereo unspecified)	-1	-0.1	3	-8	0	12	3	-4	-1.4
CCn1c2ccccc2c2cc(NC(=O)c3ccc(Br)o3)ccc21	10	1.2	-25	-2	0	29	-49	-91	0.0
O=C1C2C3C=CC(C3)C2C(=O)N1c1ccc(N2CCN(c3ccccn3)CC2)c([N+](=O)[O-])c1 (stereo unspecified)	8	1.8	5	-3	-50	-2	-1	4	0.3
COCOc1cccc(CN2CCC(C)(Oc3cccc(OC)c3)C2)c1 (stereo unspecified)	-4	0.1	-8	2	2	16	-1	-9	0.4

Reformatted as a markdown table: entries from further up.
| smiles | MLLE-PAM2 inh | MsrA inhibitor | eLon inh | MsrA act | FAS-TE inh | SKN-1 block | MT1-MMP act inh | CendR NRP1 mod | TbMetRS inhib |
| --- | --- | --- | --- | --- | --- | --- | --- | --- | --- |
| O=C(Cn1nnc(-c2ccccc2Cl)n1)N1CCCCC1 | -8 | -0.8 | 2 | -3 | -2 | 8 | -3 | 0 | -0.5 |
| O=C(COC(=O)c1ccc2ccccc2c1)Nc1ncc(C(F)(F)F)cc1Cl | -8 | -1.1 | 2 | -7 | -8 | -14 | 3 | -6 | -0.4 |
| O=C1C2C3C=CC(C3)C2C(=O)N1c1ccc(N2CCN(c3ccccn3)CC2)c([N+](=O)[O-])c1 (stereo unspecified) | 8 | 1.8 | 5 | -3 | -50 | -2 | -1 | 4 | 0.3 |
| CSc1ccc(C2C(C#N)=C(N)Oc3c2ccc(=O)c2c(C)oc(C)c32)cc1 (stereo unspecified) | -87 | 0.6 | -49 | -3 | 1 | 5 | -80 | -187 | -0.5 |

Other compounds:
SMILES	MLLE-PAM2 inh	MsrA inhibitor	eLon inh	MsrA act	FAS-TE inh	SKN-1 block	MT1-MMP act inh	CendR NRP1 mod	TbMetRS inhib
COc1ccc(CN(CC2CCCO2)C(=O)CN2C(=O)COc3ccccc32)cc1OC (stereo unspecified)	3	1.6	3	-2	-3	6	2	12	-0.1
O=C(COC(=O)c1cc(=O)[nH]c2ccccc12)NC(=O)c1ccccc1	-13	1.6	-3	-1	-3	20	5	-6	-0.2
CCN(CC)CCOC(=O)/C=C/c1ccccc1	11	1.0	-1	-2	-6	-1	3	10	0.6
O=C(c1cccc([N+](=O)[O-])c1)N1CCN(Cc2ccccc2)CC1	-7	-1.0	-5	-1	1	7	4	-1	-1.3
Cc1ccc(NC(=O)/C(=C/C=C/c2ccccc2)NC(=O)c2ccccc2)cc1	-5	2.9	-9	-2	63*	-5	-5	4	0.2
CCn1nnc(NC(=O)c2cc(Cl)c(OC)c(Cl)c2)n1	-8	0.3	-13	-3	-6	0	3	13	-0.5
COc1cc(/C=C/C(=O)O)cc(S(=O)(=O)NCC2CCCO2)c1OC (stereo unspecified)	12	-0.3	6	-2	-4	14	-8	1	0.1
COc1cc(OC)cc(OCC(O)Cn2cnc3cc(C)c(C)cc32)c1 (stereo unspecified)	-2	1.1	-3	0	-1	3	0	6	0.3
CC(C)N(C(=O)CSc1ncnc2sc(-c3ccccc3)cc12)C(C)C	-16	0.0	-8	9.1*	16	7	4	4	0.5
CC(NS(=O)(=O)c1cc(C(F)(F)F)ccc1Cl)C(=O)N(C)C1CCN(C)CC1 (stereo unspecified)	10	-0.5	-1	-1	-8	11	0	1	-0.4
Cc1ccc(S(=O)(=O)NCCN2CCOCC2)s1	0	-0.7	5	-6	-3	6	1	4	0.4
Cc1ccc(S(=O)(=O)N/N=C/c2ccc(OCC(=O)NC(C)C)cc2)cc1	-43	0.1	-3	-3	-11	9	2	8	-1.0
COc1ccc(C2(C(=O)NCC3CCCO3)CCOCC2)cc1 (stereo unspecified)	-1	-0.6	-7	-4	-12	14	7	16	-0.6
O=C(COc1ccc(S(=O)(=O)N2CCOCC2)cc1)Nc1ccc(Br)cc1	-19	1.7	-5	-2	15	11	4	2	18*
N/C(=N\N=C\c1ccc2c(c1)OCO2)c1nonc1N	-3	7.3*	-5	-7	-1	8	0	-8	-0.8
O=C(NCc1ccco1)c1ccc(COCC(F)(F)F)cc1	-5	0.8	-5	1	-3	7	-2	0	-0.6
O=C(CSc1n[nH]c(-c2ccncc2)n1)Nc1ccc(F)cc1	-12	-0.9	-1	-4	-5	-15	-3	-4	-0.5
CC1CCC2C(=O)N(c3cccc(C(=O)Nc4ccccc4Cl)c3)C(=O)C2C1 (stereo unspecified)	5	0.6	-1	-1	7	14	3	7	-0.2
COc1ccc(NC(=O)CN(C)C(=O)c2cccc(S(=O)(=O)N3CCCc4ccccc43)c2)cc1	13	0.6	-15	-3	12	30	2	-2	-0.3
Clc1ccc2c(NCc3cccs3)ncnc2c1	10	-0.1	-6	-4	2	-6	-4	-1	5.2
O=C(Nc1ccccc1)c1cccc(S(=O)(=O)Nc2ccccn2)c1	13	0.2	5	-2	-7	-10	4	9	-1.0
CCOC(=O)c1cnc(SCc2ccccc2)nc1N	-5	-0.6	6	-11	1	-2	10	-6	-1.0
CCCN1CCC(NC(=S)Nc2cccc(Cl)c2Cl)CC1	13	-1.1	-4	-1	1	-3	1	4	-0.5
O=C(c1ccoc1)N1CCN(c2cc(-c3ccncc3)nc3cc(-c4cccc(Cl)c4)nn23)CC1	-7	-0.3	6	-3	12	5	-13	-30	-1.2
O=C(Nc1ccc2ccccc2c1)c1ccccc1[N+](=O)[O-]	7	-0.3	-1	-1	-3	18	0	-3	-0.3
CCc1ccc(NC(=O)CSc2nnc(-c3cnccn3)n2Cc2ccco2)cc1	-27	-0.5	1	10*	5	-1	-1	-15	-0.5
O=C(CCc1ccc(S(=O)(=O)NC2CCCCC2)cc1)NCc1cccnc1	-12	0.3	0	-15	0	-8	0	-5	-1.2
c1ccc(COc2ccc(OCCCCN3CCCC3)cc2)cc1	0	-1.0	-5	-4	-10	7	4	15	-0.5
O=C(Nc1ccc2c(c1)OCO2)c1cc(C2CC2)on1	-12	0.4	-4	-2	-1	-8	3	-2	-0.6
CCCOc1ccc(S(=O)(=O)NCCCN2CCOCC2)c2ccccc12	-1	-0.1	-3	-4	0	5	3	-5	-0.9
O=C1c2ccccc2C(Nc2ccc(F)cc2F)N1CCN1CCOCC1 (stereo unspecified)	-3	0.4	-2	-1	-4	2	-1	-3	-0.1
COc1cc(NC(=O)Cc2ccc(Cl)cc2)ccc1NC(=O)c1ccco1	-13	0.4	-7	1	14	6	5	-11	-0.3
O=C(NC(NNc1ccc([N+](=O)[O-])cc1)(C(F)(F)F)C(F)(F)F)c1ccc(Cl)cc1	6	3.4	8	-2	26	-13	-2	-4	-0.2
O=S(=O)(NCC1CCCO1)c1ccc(S(=O)(=O)N2CCc3ccccc3C2)cc1 (stereo unspecified)	1	0.1	-2	-1	-4	12	2	1	-0.6
C/C(CCC1CC(C)OC1=O)=N/Nc1nc(-c2ccccc2)cs1 (stereo unspecified)	28	0.5	-11	-8	8	-7	3	-12	-1.8
COc1ccc(CCN2C(=O)CC(N3CCN(C/C=C/c4ccccc4)CC3)C2=O)cc1OC (stereo unspecified)	-13	-1.3	-9	0	-3	-10	6	-8	0.3
CCOc1ccc(C(=O)NC2CC3CCCC(C2)N3CC(C)C)cc1 (stereo unspecified)	-3	0.1	-2	-2	-8	1	4	14	-0.9
COc1ccc(C(=O)Nc2nnc(SCC(=O)NCc3ccco3)s2)cc1OC	-12	-0.1	0	-14	-8	4	4	5	-0.7
COCc1ccc(CN2CCc3c([nH]c4ccccc34)C2CC(C)C)o1 (stereo unspecified)	-13	1.4	-2	-5	8	-6	-4	-4	-0.3
CC(C)c1ccc2oc(=O)cc(CN3CCN(c4ccc(F)cc4)CC3)c2c1	-14	0.3	-3	-8	26	8	-1	-18	-1.1
CCCNC(=O)c1ccc(N(Cc2ccccc2)S(C)(=O)=O)cc1	-5	-0.8	-4	-11	-7	-4	0	-7	-1.5
O=C(CNC(=O)c1ccc(F)cc1)N/N=C/c1cn[nH]c1-c1ccccc1	0	-1.4	1	-12	0	0	-1	-1	-1.1
Cn1cc(SCC(=O)N2CCN(c3ccccc3)CC2)c2ccccc21	9	1.2	-9	1	-1	-16	-2	3	0.5
COC(=O)CCC(NC(=O)c1cc(-c2ccc3c(c2)OCCO3)oc1C)C(=O)OC (stereo unspecified)	5	0.9	-9	0	1	24	10	-2	-0.6
O=C(Nc1nnc(CCc2ccccc2)s1)c1ccco1	-8	0.5	-5	-3	-4	8	9	0	-0.7
COc1ccc(CSC2=C(C#N)C(=O)NC3(CCCCC3)S2)cc1	24	4.5	-13	-13	-2	4	-1	-2	0.1
Cc1ccsc1/C=N/NC(=O)CO	2	0.6	7	-3	-10	5	2	8	0.1
O=c1cc(-c2ccccc2)nc2c(-c3ccccc3)c(C(F)(F)F)[nH]n12	-8	3.0	5	-7	25	4	2	-3	-0.6
O=C(CSc1ccccc1C(=O)O)c1ccc([N+](=O)[O-])cc1	17	0.4	4	-3	9	8	0	-7	-0.4
C[C@@H]1CCCCO[C@H](CN(C)C(=O)Cc2ccccc2)[C@@H](C)CN([C@H](C)CO)C(=O)c2cc(N(C)C)ccc2O1	4	0.6	0	-2	-5	3	-1	-4	-1.1
COc1ccccc1NC(=O)Nc1cccnc1	-11	0.8	6	-2	-3	2	-1	0	-0.3

Screens deposited in PubChem BioAssay by several laboratories.
